Source: PubChem
HepG2 tox: HepG2 cytotoxicity, counter-screen for TGF-b inhibitors; HepG2 CAGA-GFP viability, ATP luminescence, 18 h; Potency, µM (titrated, usually from 46.1 µM), for inactives: top-dose activity change, negative = cytotoxicity, most hits filed as cytotoxic; 410,000 compounds, 0.76% hits; AID 588856; also: potency is read from the fitted curve at half-maximal effect; some results filed as inactive show a strong effect at the top dose
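CellTiter-Glo luminescence gave cytotoxicity after 18 hours at 37 degrees C. The cells were HepG2 CAGA-GFP in 1% FBS DMEM, stimulated with 500 pg/mL TGF-beta after compound addition. %Activity was normalised to no-cell wells (complete cell-killing) and DMSO (no toxicity), and curves were fitted and classified.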
pAkt inh: inhibitors of Akt phosphorylation. 360,000 compounds, 0.32% hits. activity change, % for hits at 50 µM. Neuro2A IGF-stimulated pAkt S473 HTRF, 20 min; hits give low values; in the data active = activity change below about -80%; inconclusive = mostly about -51% to -80%; also: % is scaled to controls: 0 for no effect and ±100 for the full control effect
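Neuro2A cells (4,500/well, DMEM with 0.5% FBS) were treated with compound at a single 50 µM final concentration, stimulated with 6 nM IGF for 20 min at 37 °C, and lysed. Phospho-Akt Ser473 was read by HTRF as 665/615 ratio ×10^4.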
ATXN viability: viability counter-screen for ATXN expression inhibitors; S2 cells (HEK-293 line with an ATXN2-luciferase reporter) viability, CellTiter-Fluor protease fluorescence, 24 h; Potency, µM (doses to about 56.7 µM), actives largely listed as cytotoxic; 400,000 compounds, 0.49% hits; also: potency is read from the fitted curve at half-maximal effect; nearly all actives have a fitted effect of over 40% in size
Nrf2 inh: blocks Nrf2 signaling | A549 ARE-Fluc reporter, luciferase luminescence, 18-24 h | Potency, µM (top dose mostly 46 µM), for the others: at the top dose activity change, negative = inhibition, actives largely listed as inhibitors | 360,000 compounds, 2.1% hits; also: potency is read from the fitted curve at half-maximal effect; % is scaled to controls: 0 for no effect and ±100 for the full control effect; nearly all actives have a fitted effect of over 60% in size
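A549 ARE_Fluc cells, 5000/well, 5% FBS OPTI-MEM; compounds in dose-response, 18-24 h at 37 °C/5% CO2; CellTiter-Fluor viability read (Ex 405/Em 525), then BugLite luciferase luminescence = Nrf2 activity.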
Mm-Cpn inhibitor: inhibitors of Methanococcus maripaludis chaperonin (MmCpn); Potency, µM (series often up to 76.9 µM), for inactives: at the top dose activity, negative = inhibition, actives largely listed as inhibitors; purified Mm-Cpn ATPase, ADP Transcreener TR-FRET; 330,000 compounds, 0.031% hits; AID 504842; also: potency is read from the fitted curve at half-maximal effect; % is scaled to controls: 0 for no effect and ±100 for the full control effect; nearly all actives have a fitted effect of over 80% in size
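Measured: ADP formation by purified Mm-CPN. Conditions: 25 nM protein, 10 uM ATP, Tris pH 7.4 with Mg2+, K+ and DTT, 37°C for 30 min. Detection: Transcreener HTRF after 30 min at room temperature.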
A549 viability: counter-screen for Nrf2 inhibitors: cytotoxicity in A549 cells. A549 ARE-Fluc cells, CellTiter-Fluor viability, 18-24 h. Potency, µM (highest dose often 46 µM), for inactives: at the top dose activity change, negative = cytotoxicity, usual class: inhibitors. 390,000 compounds, 0.16% hits; also: potency is read from the fitted curve at half-maximal effect; % is scaled to controls: 0 for no effect and ±100 for the full control effect
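A549 ARE_Fluc cells in 5% FBS OPTI-MEM were exposed to compounds in concentration-response for 18-24 h at 37 deg C. Viability was read by CellTiter-Fluor fluorescence (Ex 405/Em 525) after 30 min, before the luciferase read.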
CCT modulator: cytosolic chaperonin activity modulation. purified chaperonin ATPase assay, HTRF ADP detection, 30 min. activity change, % (concentration not given with the values), hits read low. 360,000 compounds, 0.3% hits. AID 651819; in the data active = activity change below about -30%; also: % is scaled to controls: 0 for no effect and ±100 for the full control effect
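Nucleotide hydrolysis assay: TRiC at 20–40 nM final (set by batch activity) with 10 uM ATP, 30 min at 37 °C, in presence of 76 uM compound. Detection by competitive ADP HTRF, 30 min ambient.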
Nrf2 ARE act: activators of Nrf2 (ARE) signaling; AREc32 ARE-luciferase reporter (MCF7-derived line), luminescence, 24 h; Potency, µM (top dose mostly 46.1 µM), without a hit: at the top dose activation, usual class: activators; 410,000 compounds, 0.31% hits; AID 624171; also: potency is read from the fitted curve at half-maximal effect; % of control where 0% means no effect; nearly all actives have a fitted effect of over 65% in size
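Luminescent ARE reporter assay in AREc32_Fluc cells: overnight plating at 37 deg C, 24 hr compound incubation, Steady-Glo added, 30 min RT before reading.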
TGFb SMAD3 inh: inhibitors of TGF-b signaling | 410,000 compounds, 1.2% hits | Potency, µM (doses to about 46.1 µM), for the others: top-dose activity, negative = inhibition, hits mostly inhibitors | HepG2 CAGA-GFP TGF-b/SMAD3 reporter, GFP fluorescence, 18 h; TGF-beta stimulated, 500 pg/mL final | AID 588855; also: potency is read from the fitted curve at half-maximal effect; % is scaled to controls: 0 for no effect and ±100 for the full control effect; nearly all actives have a fitted effect of over 65% in size
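HEPG2 CAGA-GFP cells (1000/well, DMEM with 1% FBS) were pre-incubated 2 h at 37 degrees C, given compound by pin tool, then stimulated with TGF-beta at 500 pg/mL final for 18 h before per-cell GFP fluorescence imaging.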
Numbers without * were called inactive; i = inactive; ? = inconclusive; / = no result given. Unless noted, calls follow the shape of the dose curve; as a rule, active = well fitted curve in the direction sought with a large enough effect; inconclusive = small, poorly fitted or top-dose-only effect, or another doubt; inactive = no such curve, though single readings can be large; an effect the other way counts as inactive or inconclusive.

| smiles | HepG2 tox | pAkt inh | ATXN viability | Nrf2 inh | Mm-Cpn inhibitor | A549 viability | CCT modulator | Nrf2 ARE act | TGFb SMAD3 inh |
| --- | --- | --- | --- | --- | --- | --- | --- | --- | --- |
| O=C(NCc1ccco1)c1ccc2c(c1)C(=O)N(Cc1ccccc1)C2=O | -1% | i | i | 10% | -1% | 2% | -0.5 | 18% | 8% |
| CC(=O)Nc1ccc2nc(C)n(Cc3ccc(Cl)cc3)c(=O)c2c1 | 1% | i | i | 27% | ? | -6% | 1.3 | 4.1% | ? |
| Cc1ccc(/C=N/NC(=O)CSc2nc3ccccc3n2Cc2ccccc2)o1 | 9% | i | i | -3% | 1% | -2% | -2.3 | 0.7% | -16% |
| COc1ccccc1CCNC(=O)CCCn1nc(C)c2c(C)n(-c3ccc(C)cc3)nc2c1=O | -10% | i | i | 5% | 2% | -2% | -0.1 | -1.0% | ? |
| Cc1nc(C(F)(F)F)c(C(=O)NC(=O)Nc2ccccc2)s1 | -26% | i | i | 3% | -3% | -7% | 0.3 | -0.7% | 6% |
| O=C(COC(=O)CCC(=O)c1cccs1)NC1CCCCC1 | -23% | i | i | 9% | 0% | 0% | 0.8 | -0.6% | 9% |
| COCC(=O)Nc1ncc(S(=O)(=O)c2ccc([N+](=O)[O-])cc2)s1 | -16% | i | i | ? | 3% | 3% | 2.5 | 6.3% | -5% |
| O=C(Nc1ccc(N2CCOCC2)c(S(=O)(=O)Nc2ccc(Cl)cc2)c1)c1cnccn1 | -11% | i | i | -11% | 3% | -1% | -0.2 | -0.5% | -13% |
| COc1ccc(C2CC(c3ccc(F)cc3)Nc3nc(N)nn32)cc1 (configuration not stated) | 35% | i | i | 8% | -1% | 1% | 2.2 | 3.5% | 13% |
| CC/C(=N\NC(=O)OC)c1ccc(OC(F)F)cc1 | 10µM* | i | i | 10% | 0% | 5% | 0.0 | -1.1% | 3% |
| CCc1nnc(NC(=O)CN2CCN(c3nc(-c4ccccc4)cs3)CC2)s1 | -6% | / | i | / | 0% | 3% | -3.9 | 4.0% | -7% |
| O=C1C2CC=CCC2C(=O)N1c1ccc(OCC(O)Cn2nnc3ccccc32)cc1 (configuration not stated) | 2% | i | i | ? | -1% | -8% | 0.4 | 0.4% | ? |
| CN1CCN(C(=S)NC(=O)c2cccc([N+](=O)[O-])c2)CC1 | 8% | i | i | 0% | 0% | 0% | -1.6 | -1.1% | -20% |
| CCN(c1ccccc1)S(=O)(=O)c1ccc(OC)c(OC)c1 | -2% | i | i | -13% | -2% | 2% | -0.5 | -0.4% | 15% |
| COC(=O)[C@@H](NC(=O)c1cc(COc2cncc(Cl)c2)on1)c1ccccc1 | 5% | i | i | 22% | -5% | 0% | 2.6 | 3.3% | -1% |
| COc1ccc(-n2c(SCC(=O)N3CCOCC3)nnc2C(C)N2CCCCC2)cc1 (configuration not stated) | -9% | i | i | -13% | 0% | 4% | 0.8 | 0.2% | 0% |
| CCN(CC(=O)NCc1ccc(F)cc1)C(=O)CN1CCN(c2ccc(OC)cc2)CC1 | -36% | i | i | -10% | 0% | 3% | 1.0 | 0.3% | 2% |
| CCc1ccc(C(=O)N/N=C/c2cccc3ccccc23)nc1 | -3% | i | i | ? | 0% | -2% | -2.6 | 0.8% | 16% |
| Cc1cc(NC(=O)c2ccccc2)n(C(C)(C)C)n1 | 184% | i | i | 20% | -2% | 15% | 0.0 | -0.3% | 18% |
| C[C@H](O)[C@H](O)[C@H]1CNc2nc(N)[nH]c(=O)c2N1 | 9% | i | i | 12% | -1% | -6% | -3.6 | 0.3% | 18% |
| COc1ccc2[nH]c(=O)c(CN(CCN(C)C)C(=O)NCc3ccccc3)cc2c1 | -14% | i | i | 3% | 0% | -3% | -1.8 | 2.3% | ? |
| O=C(O)CCSc1nc2ccc(Br)cc2[nH]1 | 6% | i | i | 19% | -2% | 7% | -2.2 | 0.3% | 14% |
| O=c1oc2ccccc2nc1/C=C(\O)c1ccccc1 | -30% | i | i | 15% | 1% | 1% | -0.5 | ? | -10% |
| Cc1cc(C)n(-c2ccn(Cc3ccc(Cl)cc3Cl)c(=O)n2)n1 | -25% | i | i | ? | -1% | 10% | 0.8 | -0.6% | 8% |
| CCN(CC)C(=O)C1CCN(Cc2cn(C)nc2-c2ccc(Oc3ccccc3)cc2)CC1 | -17% | i | i | -28% | 3% | -4% | -1.8 | 0.4% | -1% |
| O=C(CC(Cc1ccccc1)C(=O)O)NCCc1ccc2c(c1)OCO2 (configuration not stated) | 0% | i | i | -13% | 0% | / | 1.0 | 0.3% | -18% |
| COc1ccc(CCN(C)CCC(=O)Nc2cccc(C)c2)cc1OC | -7% | i | i | -3% | 1% | 7% | -2.4 | 2.4% | 3% |
| O=C(Nc1ccc(Cl)cn1)c1ccc(-c2cc(Cl)ccc2Cl)o1 | 6% | i | ? | 30% | -5% | 2% | 2.0 | -0.7% | 1% |
| Cc1ccc(Nc2cc(C)nn2-c2nc(C)cc(C)n2)cc1 | -14% | i | i | ? | 3% | -3% | 1.1 | 2.4% | -9% |
| COc1ccc(/C=C/C(=O)Nc2cccc(F)c2)cc1 | -28% | / | i | ? | / | -1% | / | -1.1% | 2% |
| O=[N+]([O-])c1cn(Cc2ccccc2)cn1 | 17% | i | i | -5% | -2% | -2% | 2.0 | 0.3% | ? |
| Cc1cc(C)cc(C(=O)NCC(=O)OCC(=O)NCC(F)(F)F)c1 | 3% | i | i | -6% | 2% | 3% | 0.8 | 0.3% | 9% |
| Cc1ccc(C(=O)OCC(=O)Nc2cc(C(C)(C)C)nn2-c2ccccc2)c(O)c1 | 0% | i | i | -2% | -1% | 1% | 0.5 | 0.6% | ? |
| C/C=C/C1=CC(=O)C[C@H](c2ccc3c(c2)OCO3)C1 | -17% | i | ? | 8% | 2% | -2% | 1.2 | ? | -10% |
| Cc1ccc(OCC(=O)OC(C)C(=O)NC2CCCCC2C)cc1C (configuration not stated) | -4% | i | i | -2% | 2% | 4% | 0.6 | 0.1% | 0% |
| Cn1c(SCC(=O)N2CCCCC2)nc2cccnc21 | -6% | i | i | 0% | -1% | -5% | 1.0 | -0.5% | -15% |
| COc1ccc(N2CCN(Cc3nc4sc(C)c(C)c4c(=O)[nH]3)CC2)cc1 | -2% | i | i | 12% | 2% | -2% | -0.9 | -0.3% | 8% |
| O=C(Nc1ccnn1C1CCN(Cc2ccc(CO)o2)CC1)c1cccc(F)c1 | 8% | i | i | / | / | / | -3.2 | 0.0% | -4% |
| COCCNC(=O)C(c1ccc(C)o1)N(CCOC)C(=O)Cn1nnc2ccccc21 (configuration not stated) | -9% | i | i | 6% | 0% | 1% | -0.9 | 0.2% | 1% |
| CCC1C(=O)n2nc(-c3ccccc3)cc2N=C1C (configuration not stated) | -6% | i | i | ? | -1% | -2% | -6.7 | 0.8% | 3% |
| O=C(Nc1cccc(Br)c1)c1cc(=O)c2ccccc2o1 | -4% | i | i | -3% | -1% | 11% | -0.9 | 22% | 3% |
| CCCS(=O)(=O)NC(=O)C1(C)CCN(C(=O)c2ccc(C#N)cc2)C1 (configuration not stated) | -6% | / | i | / | / | / | -0.5 | 0.5% | -1% |
| CCN(CC)c1ccc2cc(-c3nnc(Nc4ccc(C)cc4)s3)c(=O)oc2c1 | 4% | / | / | 3% | / | 3% | / | -0.2% | 108% |
| COC(=O)C(C)Sc1ccc2nnc(CCNS(=O)(=O)c3ccccc3)n2n1 (configuration not stated) | -19% | i | i | -9% | -3% | -2% | -0.7 | -0.1% | -30% |
| COc1ccc(-c2ccnc3ncnn23)cc1 | -6% | i | i | -2% | -6% | 3% | 2.4 | -0.2% | -1% |

Structures from the list above with a thiophene ring, fused or not, in the order listed:
| smiles | HepG2 tox | pAkt inh | ATXN viability | Nrf2 inh | Mm-Cpn inhibitor | A549 viability | CCT modulator | Nrf2 ARE act | TGFb SMAD3 inh |
| --- | --- | --- | --- | --- | --- | --- | --- | --- | --- |
| O=C(COC(=O)CCC(=O)c1cccs1)NC1CCCCC1 | -23% | i | i | 9% | 0% | 0% | 0.8 | -0.6% | 9% |
| COc1ccc(N2CCN(Cc3nc4sc(C)c(C)c4c(=O)[nH]3)CC2)cc1 | -2% | i | i | 12% | 2% | -2% | -0.9 | -0.3% | 8% |

Further records.
SMILES	HepG2 tox	pAkt inh	ATXN viability	Nrf2 inh	Mm-Cpn inhibitor	A549 viability	CCT modulator	Nrf2 ARE act	TGFb SMAD3 inh
Cc1cccc(NC(=O)COC(=O)CCc2ccc(S(=O)(=O)N3CCOCC3)cc2)c1C	6%	i	i	0%	-3%	2%	2.0	-0.5%	-13%
O=C1c2ccccc2NC(c2cc(Cl)cc(Cl)c2O)N1Cc1cccnc1 (configuration not stated)	1%	i	i	19%	-1%	0%	-0.5	0.0%	-7%
COc1ccc(NC(=O)CSc2ccc3nnc(-c4cccnc4)n3n2)cc1	-5%	i	i	-4%	?	-6%	-1.0	-0.6%	-3%
O=C(Nc1ccc([N+](=O)[O-])cc1)Nc1nc(-c2ccc(Cl)s2)cs1	10µM*	i	14µM*	?	3%	?	-1.0	7.2%	?
O=c1[nH]c(=S)[nH]cc1Oc1ccc(Cl)cc1Cl	0%	i	i	1%	-5%	0%	-0.1	0.4%	1%
Cc1ccc(S(=O)(=O)NC(=O)C2(C)CCN2C(=O)C2(c3ccc(Cl)cc3)CC2)nc1 (configuration not stated)	0%	i	i	/	/	/	-0.1	0.4%	25%
Cc1ccc(C(=O)Nc2ccc(C(=O)N3CCCCC3)cc2)cc1	-1%	i	i	12%	-11%	-4%	-1.7	1.7%	-5%
